Source: PubChem
Xi reactivation = reactivates the inactive X chromosome in mouse fibroblasts | XiGFP mouse fibroblasts, % GFP-positive cells imaging, 3 d; cells co-treated with 5-aza-dC sensitizer; scaled so ellipticine positive control = 100% | activation, % at 7.58 µM | 360,000 tested, 0.055% active | AID 743238;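 active means mean normalized replicate activation at least 10% and every replicate at or above 10%; inconclusive means only one of the two criteria met; inactive means mean below 10% and not all replicates reach 10%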;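 further: 0% = median of on-plate neutral control wells and 100% = ellipticine 6 µM median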
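System: 68-5-11 XiGFP fibroblast line; Timing: 3 days compound exposure; Compound dosing: one concentration, pinned; Benchmarks: positive control ellipticine, 6 µM final; Buffer or medium: DMEM containing 5-aza-dC.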
RAD54 inh = blocks human RAD54 Holliday junction branch migration; Q92698; FAM/BHQ fluorescence; inhibition, % at 10.4 µM; 360,000 tested, 0.14% active; AID 602329;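 active means mean normalized replicate activity at least 40 and at least half of replicates scoring 40 or more; inconclusive means only one of the two criteria met; inactive means mean below 40 and under half of replicates reaching 40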;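 further: 0% = median of neutral control wells and 100% = median of positive control wells; inhibitors cause a drop in the FAM fluorescence signal; in these data hits start at about 50%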
Casp6 inh = inhibitors of human caspase-6 | purified caspase-6, Z-VEID-R110 cleavage fluorescence | inhibition, % at 12.5 µM | P55212 | 350,000 tested, 0.53% active | AID 686996;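 active means mean inhibition across replicates at least about 35%, with every replicate also reaching that limit, limit read from the data; inconclusive means only one of the two criteria met; inactive means neither criterion met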;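 further: 0% = median of neutral control wells and 100% = no fluorescence left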
Target sequence (P55212 24-179 limits assumed): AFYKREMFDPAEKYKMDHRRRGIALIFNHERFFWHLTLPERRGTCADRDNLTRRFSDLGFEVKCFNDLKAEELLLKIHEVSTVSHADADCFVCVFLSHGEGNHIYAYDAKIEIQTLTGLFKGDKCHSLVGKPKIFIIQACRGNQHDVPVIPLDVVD
Target sequence (P55212 194-293 limits assumed): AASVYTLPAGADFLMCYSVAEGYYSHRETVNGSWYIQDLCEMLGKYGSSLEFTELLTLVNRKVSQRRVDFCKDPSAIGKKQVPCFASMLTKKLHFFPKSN
CFTR F508del cor = correctors of CFTR F508del function in bronchial epithelial cells | CFBE cells, YFP halide quenching; stimulated with forskolin plus potentiator P3; % fluorescence drop versus neutral controls | activity (quench increase), % at 7.58 µM | 350,000 tested, 0.36% active | AID 720511;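 active means mean added fluorescence quench of at least 8% versus neutral control, with both replicates also reaching 8%; inconclusive means only one of the mean or replicate conditions met; inactive means mean below 8% and not both replicates reaching 8%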;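 further: cells transiently co-express mutant CFTR-F508del with the halide-sensitive YFP; corrector assay measuring rescue of mutant channel to the surface after 24 h compound exposure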
GSIS activator = GLuc luminescence reporter in INS-1E cells, primary screen for activators of glucose-dependent secretion of insulin. activation, % at 16.6 µM. INS-1E GLuc reporter insulin secretion, 2-3 h. 370,000 tested, 0.61% active;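 active means lowest replicate activation of at least 40%, so every replicate reaches that level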;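 further: 0% = median of neutral control wells and 100% = median of IBMX positive control wells; some compounds called inactive have numbers as strong as hits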
E-sel inducer = E-selectin induction on HUVECs; HUVEC E-selectin immunofluorescence imaging; normalized: neutral wells 0, TNF-alpha wells 100; activation, % at 7.58 µM; 260,000 tested, 0.37% active; AID 686992;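 active means mean E-selectin-positive cell signal at least 10% of the positive control, reached in at least 60% of replicates, without over 20% cell loss; inconclusive means no rule given, readout overlaps actives, possibly toxicity-flagged; inactive means the rest, including those meeting only one limit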;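 further: in these data hits start at about 27%; measured in HUVEC primary endothelial cells; signal is the percent of cells scored E-selectin positive by PE staining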
Target sequence (P16581 whole entry, looked up): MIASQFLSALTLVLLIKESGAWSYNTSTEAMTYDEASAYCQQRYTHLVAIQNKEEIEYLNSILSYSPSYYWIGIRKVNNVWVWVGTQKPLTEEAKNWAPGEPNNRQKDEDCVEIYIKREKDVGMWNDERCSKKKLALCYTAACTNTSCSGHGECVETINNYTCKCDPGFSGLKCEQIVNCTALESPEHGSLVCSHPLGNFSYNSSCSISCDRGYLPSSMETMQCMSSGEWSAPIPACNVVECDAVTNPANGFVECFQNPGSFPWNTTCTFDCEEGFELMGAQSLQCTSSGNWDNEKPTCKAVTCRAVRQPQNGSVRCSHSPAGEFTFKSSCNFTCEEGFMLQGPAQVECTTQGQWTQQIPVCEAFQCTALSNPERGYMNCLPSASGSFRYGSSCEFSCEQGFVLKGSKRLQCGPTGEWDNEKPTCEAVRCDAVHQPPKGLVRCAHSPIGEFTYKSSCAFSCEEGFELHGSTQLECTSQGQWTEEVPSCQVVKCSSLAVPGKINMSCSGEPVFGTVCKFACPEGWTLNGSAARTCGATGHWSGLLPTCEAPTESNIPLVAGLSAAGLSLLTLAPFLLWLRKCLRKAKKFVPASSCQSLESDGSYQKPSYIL
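System: HUVEC, human umbilical vein endothelial cells; quantity: 3,000 cells/well; buffer or medium: EGM-2 medium, gelatin-coated wells; dosing: single-point compound dose; detection: immunofluorescence imaging; evaluation: % PE-positive cells; benchmarks: TNF-alpha, DMSO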
DENV2 CPE = protects cells from dengue virus 2 cytopathic effect. DENV2-infected cells, cytopathic effect rescue, plate reader. 350,000 tested, 1.7% active. CPE inhibition, % at 9.99 µM; in the data active means CPE inhibition above about 20%, passing the limit was not always enough; inconclusive means no clear call, values can overlap the other calls; tested in BHK-21 cells;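 further: 0% = median of neutral control wells and 100% = median of positive control wells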
RAD52 anneal inh = inhibitors of human RAD52 DNA annealing. recombinant RAD52 DNA annealing, FRET fluorescence. inhibition, % at 18.7 µM. 360,000 tested, 0.46% active;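 active means every replicate showing at least 50% inhibition; inconclusive means mean inhibition at least 50% but not in every replicate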
* marks the source's active call; other numbers are inactive results; i = inactive; ? = inconclusive; / = no result given; & = joins results of further samples.

SMILES	Xi reactivation	RAD54 inh	Casp6 inh	CFTR F508del cor	GSIS activator	E-sel inducer	DENV2 CPE	RAD52 anneal inh
COC(=O)c1ccc(C2C(C(C)=O)=C(C)Nc3ncnn32)cc1 (centres undefined)	0.4	-11.5	-0.8	-3.8	10.9	-0.1	-0.8	-28.1
COc1ccc(C=O)cc1Cn1c(C)cc(C)c(C#N)c1=O	0.0	-5.8	8.1	3.4	-2.6	2.5	-2.3	-1.3
O=C(NCc1ccc2c(c1)OCO2)c1ccc(CS(=O)Cc2ccc(Cl)cc2)o1 (centres undefined)	0.0	5.6	2.1	4.9	0.4	-1.9	1.3	-11.8
c1ccc(CN(Cc2ccccc2)c2nn[nH]n2)cc1	0.1	9.2	-1.0	-4.6	1.9	/	-1.6	-13.0
CC(=O)Nc1ccc(NC(=O)C2CCCN2S(=O)(=O)c2cccc(C(F)(F)F)c2)cc1 (centres undefined)	-0.1	0.7	0.1	-1.0	-4.8	-0.2	-7.9	1.6
COCCN(C(=O)CSc1nc(N)cc(=O)[nH]1)c1c(N)n(Cc2ccccc2)c(=O)[nH]c1=O	0.2	-0.1	-1.9	-2.6	7.2	/	-3.0	-4.0
COc1cccc(-c2coc3c(C)c4oc(=O)c(CC(=O)O)c(C)c4cc23)c1	0.4	-37.6	14.8	/	16.9	1.1	2.1	-16.5
CCCc1cc(=O)oc2c3c(cc(OCC(=O)NCCN4CCOCC4)c12)OC(C)(C)CC3	/	1.3	-1.7	-3.3	0.6	/	3.0	0.6
C=C1CCN(C(C)C(=O)O)S(=O)(=O)c2ccccc21 (centres undefined)	0.0	-1.4	-1.0	-0.1	-6.5	-0.1	9.8	-10.2
C[C@H]1CN([C@@H](C)CO)C(=O)Cc2cc(NC(=O)Nc3ccc(F)cc3)ccc2O[C@H]1CN(C)S(=O)(=O)c1ccc(F)cc1	0.0	3.8	/	0.1	-15.3	1.1	1.2	24.7
COc1ccc2nc(NCc3ccc(OC)c(OC)c3OC)sc2c1	0.1	4.4	-0.1	-0.4	-16.7	0.0	-0.4	-13.8
Cc1cc(C)c(C)c(S(=O)(=O)NCc2ccc(C(=O)NCC3CCCO3)cc2)c1C (centres undefined)	-0.1	-5.1	-0.2	-2.4	1.0	-0.3	?	1.3
Cc1onc(-c2ccccc2)c1-c1ccnn1C(=O)NC(C)C	0.1	/	-0.2	-3.4	17.6	/	-0.8	-9.4
Cc1ccccc1-c1ccc([C@@H]2[C@H]3CN(C(=O)Nc4cccc(F)c4)CCCCN3[C@H]2CO)cc1	0.0	5.9	1.2	-3.2	-31.2	-0.5	-6.0	14.0
COc1ccccc1C(=O)N1C(CC(=O)Nc2ccc(C)c(C)c2)C(=O)NC2CCCCC21 (centres undefined)	0.2	-10.0	-6.4	-2.8	-1.1	/	-4.0	-4.0
CCCSCCCNC(=O)Cn1cc2c(n1)CCC(C)C2 (centres undefined)	0.4	-7.4	-1.0	1.1	-5.7	0.0	-0.4	-4.8
Cc1cccc(C)c1NC(=O)CNC(=O)c1ccc(COc2ccccc2)cc1	0.0	-3.3	-1.9	2.6	5.4	/	-6.0	-21.4
COc1ccc(CN(C)CC(=O)Nc2ccccc2C(F)(F)F)c(OC)c1	-0.1	-10.5	/	/	28.7	-0.2	/	/
CC(=O)Nc1ccc(S(=O)(=O)N2CCCN(c3nc(C)cc(C)c3C#N)CC2)cc1	0.0	3.1	0.6	-0.5	10.8	-0.1	-7.3	-9.0
O=C(Oc1cccc(NC2=NS(=O)(=O)c3ccccc32)c1)c1ccncc1	0.3	10.2	-0.5	-1.0	42.0	4.9	9.8	-1.6
COc1ccc(N2C(=O)c3[nH]nc(-c4ccccc4)c3C2c2ccc(Br)cc2)cc1 (centres undefined)	0.6	/	-2.3	4.5	-23.2	-0.2	?	16.2
C[C@@H]1CN([C@@H](C)CO)C(=O)c2cc(-c3ccccc3)cnc2O[C@@H]1CN(C)Cc1cccnc1	-1.1	9.4	-0.5	-3.0	31.7	-0.1	1.9	7.7
C[C@@H]1CN([C@H](C)CO)C(=O)Cc2cc(NC(=O)Cc3cn(C)c4ccccc34)ccc2O[C@H]1CN(C)Cc1ccc(C(=O)O)cc1	0.1	-7.9	-0.4	-1.5	18.4	-2.7	-7.1	-16.5
COC(=O)N/N=C(\C)c1cccc(C(F)(F)F)c1	0.0	/	0.7	-2.1	0.8	/	3.9	-8.9
CC1CC(=O)c2cnc(N)nc2C1 (centres undefined)	/	3.2	2.4	/	16.6	/	/	-7.7
Next part.
SMILES	Xi reactivation	RAD54 inh	Casp6 inh	CFTR F508del cor	GSIS activator	E-sel inducer	DENV2 CPE	RAD52 anneal inh
CCO[C@H]1OC(C(=O)NC2CC2)=C[C@@H](c2coc3ccccc3c2=O)[C@@H]1CCCO	0.1	0.0&-6.0	2.5&-0.8	-2.3&-1.3	-2.2	0.0	-5.3&12.3	-8.8&-10.2
O=C1CSC(=S)N1c1ccccc1	0.0	-7.5	0.7	3.5	25.6	-0.5	3.3	-28.9
Cc1cc(OCCn2nc(C(=O)O)c3ccccc3c2=O)ccc1C(C)C	0.0	2.0	4.2	-3.6	-9.5	-0.1	5.8	-19.7
O=C(C1CC1)N1CCCCN2[C@H](CO)[C@@H](c3ccc(C#CC4(O)CCCC4)cc3)[C@H]2C1	/	-3.7	2.0	-2.1	/	/	?	4.4
CC(C)c1onc(C(=O)N2CCN(c3ccccc3)CC2)c1[N+](=O)[O-]	-0.1	5.3	-1.8	1.8	-19.0	0.0	0.0	-14.9
CCC(=O)Nc1ccc2c(c1)OC[C@@H](C)N(CCC(F)(F)F)C[C@@H](C)[C@@H](OC)CN(C)C2=O	0.0	0.3	-0.1	/	-10.9	-0.1	/	-4.2
COC(=O)CCN1CCC2CC1c1cc(Cl)ccc12 (centres undefined)	0.4	-2.0	/	-3.0	1.6	0.8	-16.2	-2.9
Cc1ccc(S(=O)(=O)N2CCN(C(=O)CCOc3cc(C)ccc3C)CC2)cc1	0.0	-6.2	-116.8	0.6	-28.5	/	-5.8	-1.0
CCC(=O)N(C)C[C@@H]1Oc2ncc(-c3ccc(F)cc3)cc2C(=O)N([C@H](C)CO)C[C@H]1C	0.2	8.4	2.6	-0.6	7.6	-0.3	2.4	0.9
O=c1[nH]c(/C=C/c2ccc([N+](=O)[O-])cc2)c([N+](=O)[O-])c(=O)[nH]1	0.2	1.5	18.5	1.7	3.6	-0.5	-0.1	-4.0
CCc1cccc(NC(=O)c2cc(OC)c(OC)c(OC)c2)c1	0.4	/	-4.4	2.3	0.0	-1.7	/	-14.0
CC(C)NC(=O)NC(=O)COC(=O)CCCSc1nc2ccccc2s1	0.0	-3.1	-1.4	5.8	-7.9	/	3.1	-16.8
COc1cccc(NC(=S)NCc2ccco2)c1	0.2	-7.3	/	/	18.3	-0.1	/	/
O=C(Nc1cc(S(=O)(=O)N2CCOCC2)ccc1-n1cncn1)c1ccc(Cl)cc1	-0.1	2.2	-1.2	0.5	13.5	/	0.4	-12.1
O=C(CCCNC(=O)/C(=C/c1ccc(F)cc1)NC(=O)c1ccccc1)OCc1ccccc1	0.1	-7.6	-1.0	/	-20.4	/	0.6	-7.5
C[C@H]1CN([C@@H](C)CO)C(=O)c2cccc(NS(C)(=O)=O)c2O[C@@H]1CN(C)Cc1ccc2c(c1)OCO2	0.1	-2.9	-6.2	-2.0	8.2	-2.4	0.6	3.1
O=C(OCCOc1ccc(F)cc1)c1ccc(S(=O)(=O)N2CCCC2)cc1	0.1	-1.2	-2.4	1.2	9.4	/	-1.5	-9.9
Cc1noc(C(=O)Nc2sc3c(c2C#N)CCC3)c1Cl	0.0	-9.4	4.0	-1.2	/	2.4	?	-5.8
CCN(CC(=O)Nc1c(F)cccc1F)C(=O)C1CC(=O)N(c2ccccc2OC)C1 (centres undefined)	0.0	9.9	-159.1	-1.1	8.3	/	-2.6	5.9
COc1cc(-c2c(C#N)c(N)nc(SCc3ccncc3)c2C#N)cc(OC)c1OC	/	-10.5	3.5	0.6	-8.8	/	1.7	i
O=C(NCc1ccccc1)C(=O)NCC1OCCCN1S(=O)(=O)c1cccs1 (centres undefined)	0.1	-4.1	4.3	0.1	-1.3	/	4.0	-8.4
CC(C)(C)OC(=O)N/N=C\c1ccc(OC(=O)c2cccs2)cc1	0.2	-6.4	/	/	-27.3	0.1	/	/
CN(Cc1cccc(F)c1)C(=O)c1cc(=O)[nH]c2ccccc12	0.0	-5.9	-2.6	-0.1	28.8	/	-6.4	-2.0
COc1ccc(-c2nn(-c3ccccc3)cc2C(=O)NC2CCCCC2C)cc1 (centres undefined)	0.1	-4.6	-1.5	-1.5	19.7	-0.4	1.1	-15.2
CCOC(=O)c1sc(=NC(=O)c2cccs2)n(C)c1C	0.0	6.0	/	-0.9	6.0	/	-0.3	-13.4
The results go on.
SMILES	Xi reactivation	RAD54 inh	Casp6 inh	CFTR F508del cor	GSIS activator	E-sel inducer	DENV2 CPE	RAD52 anneal inh
CNC[C@@H]1OCCCC[C@@H](C)Oc2ccc(NC(=O)Nc3ccc4c(c3)OCO4)cc2C(=O)N([C@@H](C)CO)C[C@H]1C	-0.8	5.6	-4.1	1.0	4.6	0.2	9.0	-28.5
O=C(Nc1ccncc1)c1ccc(Cl)c(S(=O)(=O)N2CCCCC2)c1	0.0	-4.3	-1.3	0.7	-50.7	-0.3	1.9	-23.2
COc1ccc(OC)c(NC(=O)C2CCCN(S(=O)(=O)c3cccc4cccnc34)C2)c1 (centres undefined)	-0.1	4.2	-5.5	2.7	8.1	/	-7.7	3.0
O=C(Nc1n[nH]c(=S)s1)c1ccc2ccccc2c1	0.1	2.4	-2.7	1.4	13.1	-0.3	-0.3	2.8
CNC(=O)N1c2ccccc2NC(=O)CC1C (centres undefined)	0.1	/	0.6	1.0	-2.9	/	-7.1	-9.2
C[C@@H]1CN([C@@H](C)CO)C(=O)c2cccc(NS(=O)(=O)c3ccc(F)cc3)c2O[C@@H]1CN(C)Cc1ccc(C(F)(F)F)cc1	-1.3	-2.8	2.6	-6.3	-11.1	0.0	-0.4	-14.2
Cc1nnc(CN(C)C(=O)c2cc(COc3ccc(C)c(C)c3)on2)o1	0.0	-4.9	0.8	-0.6	7.6	/	-2.5	-5.5
Cc1noc(C)c1COc1ccccc1C(=O)NNC(=O)C(C)Oc1ccccc1F (centres undefined)	0.0	2.0	1.0	1.2	0.3	0.6	-4.8	-0.8
Cc1cc(C)c(S(=O)(=O)NC(CC(=O)O)c2cccc([N+](=O)[O-])c2)c(C)c1 (centres undefined)	0.2	-4.5	5.6	0.9	5.0	/	7.3	-15.7
COc1ccccc1-c1ccc(C2[C@H]3CNC[C@@H]2N3Cc2nccs2)cc1 (some centres undefined)	0.0&0.0	/	-1.5&-1.4	0.1&0.8	1.5&3.8	0.2&0.1	0.4&-6.6	20.1&-12.9

A second format for part of the listing above.
Every second line gives: Xi reactivation, RAD54 inh, Casp6 inh, CFTR F508del cor, GSIS activator, E-sel inducer, DENV2 CPE, RAD52 anneal inh
COCCN(C(=O)CSc1nc(N)cc(=O)[nH]1)c1c(N)n(Cc2ccccc2)c(=O)[nH]c1=O
  0.2, -0.1, -1.9, -2.6, 7.2, /, -3.0, -4.0
CNC(=O)N1c2ccccc2NC(=O)CC1C (centres undefined)
  0.1, /, 0.6, 1.0, -2.9, /, -7.1, -9.2
